GSK3beta inhib: blocks human GSK3beta kinase activity; P49841; GST-GSK3beta kinase, ADP-Glo luminescence, 60 min; stronger effect = lower value; activity score (negative = inhibition), % at 10 µM; 0.038% of 300,000 active;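 active means more than half of replicate wells score below -50%, meaning over 50% inhibition versus plate controls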;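 further: 0% = median DMSO wells and -100% = median GW8510 positive control wells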
Target sequence (P49841 whole entry, looked up): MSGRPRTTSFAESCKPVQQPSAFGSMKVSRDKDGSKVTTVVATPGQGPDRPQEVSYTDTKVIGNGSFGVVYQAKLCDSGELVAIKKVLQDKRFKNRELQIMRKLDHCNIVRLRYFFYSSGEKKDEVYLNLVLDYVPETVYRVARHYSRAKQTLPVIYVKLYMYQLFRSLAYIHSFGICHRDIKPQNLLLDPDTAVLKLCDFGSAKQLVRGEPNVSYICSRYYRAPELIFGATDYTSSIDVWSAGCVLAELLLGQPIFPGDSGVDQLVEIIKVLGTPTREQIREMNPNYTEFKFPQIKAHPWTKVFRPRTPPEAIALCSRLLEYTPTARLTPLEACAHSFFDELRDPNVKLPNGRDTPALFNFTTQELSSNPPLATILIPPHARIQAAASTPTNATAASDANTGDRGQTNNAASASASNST
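Test system: GST-fused GSK3beta enzyme, cell-free | Quantity: 1.6 ng GST-GSK3beta enzyme per well | Reagent: 25 µM ATP with peptide substrate | Schedule: 60 min enzyme reaction, room temperature | Signal: Luminescent ADP-Glo measurement of ADP formed | Read-out basis: Score relative to plate controls | Control set: DMSO and 20 µM GW8510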
AI-2 QS mod: modulators of Vibrio harveyi AI-2 quorum sensing system | Vibrio harveyi JMH597 AI-2 luminescence/OD600 ratio, 9 h; stronger effect = lower value; strain lacks LuxN and CqsS sensors; 0 = neutral-control median | activity change, % at 7.5 µM | 0.4% of 300,000 active | AID 2094; in the data active means activity change below about -75%, passing the limit was not always enough;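 further: luminescence divided by OD600 gain over 9 h not by final OD600 alone; inactives centre near 13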
IEC-6 cytotox: counter-screen for KLF5 inhibitors: cytotoxicity in IEC-6 cells; IEC-6 cytotoxicity, luminescence viability; inhibition, % at 5 µM; 0.78% of 290,000 active; in the data active means inhibition above about 22%;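 further: 0% = plate median of test compound wells and 100% = cytotoxic reference compound wells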
aSyn UTR inh: MLPCN primary screen, SNCA 5' untranslated region. 0.82% of 300,000 active. inhibition, % (tested at 7.5 µM). AID 1813. alpha-synuclein 5'UTR reporter, inhibitor activity; in the data active means inhibition above about 60%;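 further: H4 neuroglioblastoma cells stably carrying SNCA 5'UTR luciferase fusion; 0% = DMSO wells and 100% = positive control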
PolyA inhibitor: inhibitors of polyadenylation in S. cerevisiae. S. cerevisiae SKY197-pL101 polyadenylation reporter, beta-gal luminescence; efflux-impaired pdr1/pdr3 knockout yeast; score 100 = 6 SD above DMSO. calls only at 12 µM. 0.02% of 300,000 active. AID 1875;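 active means lowest replicate activity score at least 50, where 100 means six control SD above control mean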;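 further: yeast exposed to compound for 9 h at 30 °C; higher score means more reporter readthrough which indicates perturbed polyadenylation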
HSP90 refold inh: HSP90 refolding inhibition in rabbit reticulocyte lysate. inhibition, % at 5.6 µM. 0.91% of 290,000 active. luciferase refolding luminescence, 3 h;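 active means inhibition above the screen-wide mean plus 3 SD, computed separately per campaign, cut at about 16% in these data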;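 further: 0% = DMSO wells and 100% = 60 µM geldanamycin wells; inhibitors lower the luminescence because luciferase stays unfolded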
KLF5 inh: kruppel-like factor 5 inhibition | DLD-1 KLF5 promoter-luciferase reporter, luminescence | inhibition, % at 5 µM | 0.23% of 290,000 active | AID 1700;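 active means inhibition above a per-plate limit of that plate's mean compound inhibition plus 3 SD, cut at about 60% in these data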;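 further: 0% = DMSO wells and 100% = LY294002 at 200 µM; higher means less KLF5 promoter-driven luciferase light; inactives centre near -14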
HSF1 activator: increases HSF-1 driven luciferase reporter signal; 1.7% of 300,000 active; activation, % at 9 µM; NIH3T3-HGL HSF-1 luciferase reporter, MG132, 8 h; 100% = twice DMSO control signal;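 active means mean replicate activation of at least 50% with a set share of replicates each reaching 50%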;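 further: 0% = median of the neutral control wells and 100% = twice that signal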
GSK3A inh: inhibitors of human GSK-3 alpha kinase; 0.1% of 320,000 active; ADP-Glo luminescence, 60 min; AID 2650; inhibition, % at 10 µM; P49840;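 in the data active means inhibition above about 50%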;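 further: GST-tagged GSK-3 alpha with peptide substrate and 25 µM ATP; 0% = DMSO neutral wells and 100% = GW8510 positive control wells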
Target sequence (P49840 whole entry, looked up): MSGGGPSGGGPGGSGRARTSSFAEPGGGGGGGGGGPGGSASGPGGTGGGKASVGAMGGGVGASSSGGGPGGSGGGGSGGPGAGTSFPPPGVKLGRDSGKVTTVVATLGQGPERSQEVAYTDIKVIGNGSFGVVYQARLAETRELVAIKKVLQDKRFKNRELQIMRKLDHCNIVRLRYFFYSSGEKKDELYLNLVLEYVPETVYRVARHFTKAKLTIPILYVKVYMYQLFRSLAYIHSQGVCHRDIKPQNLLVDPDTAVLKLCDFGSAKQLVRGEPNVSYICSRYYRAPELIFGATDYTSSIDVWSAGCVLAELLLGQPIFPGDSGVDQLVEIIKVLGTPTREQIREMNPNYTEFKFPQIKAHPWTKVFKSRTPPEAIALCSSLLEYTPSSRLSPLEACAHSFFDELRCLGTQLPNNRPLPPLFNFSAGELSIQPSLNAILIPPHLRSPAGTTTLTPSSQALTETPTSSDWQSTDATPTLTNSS
HSF1 inh: HSF1 inhibition; NIH3T3-HGL HSE-luciferase, MG132-induced, luminescence 8 h; stronger effect = lower value; activity change, negative = inhibition, % at 7.5 µM (by protocol); 0.77% of 300,000 active; AID 2098;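 active means more than half of replicate wells show activity change below -50%, luminescence cut by over half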;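 further: luciferase reports HSF-1 transcriptional activity via heat shock element; 0% = median of DMSO wells and -100% = zero luminescence signal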
* hit, by the source's call; i = inactive; . = no result given. A portion of the library; the hit share may differ from the screen's.

SMILES	GSK3beta inhib	AI-2 QS mod	IEC-6 cytotox	aSyn UTR inh	PolyA inhibitor	HSP90 refold inh	KLF5 inh	HSF1 activator	GSK3A inh	HSF1 inh
COc1ccccc1CNC(=O)CN(c1ccc(C)cc1)S(=O)(=O)c1c(C)nn(C)c1C	2	3	-6	-11	i	1	-31	-3	0	-1
Cc1cc(C)cc(NC(=O)CSc2nnc(CNC(=O)c3cccs3)o2)c1	0	20	6	-6	i	3	3	-13	-1	-3
Cc1ccc(CSCC(=O)N/N=C/c2sccc2C)cc1	4	12	0	-2	i	-2	-41	-5	4	4
Cc1ccc2c(c1)N(C(C)C(=O)NCc1ccccn1)C(=O)CO2 (centres undefined)	1	6	4	-6	i	7	10	4	0	-5
O=S(=O)(c1ccccc1)c1nc(-c2ccco2)oc1NCc1cccnc1	1	21	-2	-4	i	2	-5	2	-1	-7
CN1c2ccsc2C(O)=C(C(=S)Nc2ccccc2)S1(=O)=O	6	21	0	-3	i	0	-12	-1	0	5
COc1cc(Nc2cc(C)nc3nc(C)nn23)cc(OC)c1OC	1	23	7	2	i	1	-18	8	1	-4
COc1ccc(NC2CC(=O)N(c3ccc(C(=O)O)cc3)C2=O)cc1 (centres undefined)	-2	22	-9	13	i	0	-35	.	-2	.
COc1ccc(NC(=O)C(c2ccc(OC)cc2)N(C)C(=O)CNC(C)=O)cc1 (centres undefined)	-1	7	2	-1	i	0	-52	-7	0	-2
Cc1nc(NC(=S)NC(=O)c2ccccc2)sc1C	2	17	-4	-161	i	-3	-20	22	.	15
COC(=O)C1=C(C(=O)OC)[C@@H]2N(C)c3ccccc3[C@@]23C[C@@H](C(=O)OC)N(C(=O)c2ccc(Br)cc2)C3=N1	15	1	.	-26	i	.	.	-1	1	3
CC1=C(C#N)C(c2ccoc2)C(C(=O)OCc2ccccc2)=C(N)S1 (centres undefined)	1	7	-1	-10	i	-2	-6	.	14	.
OCCOCCOc1ccc(-c2nn[nH]n2)cc1	-3	-14	-2	31	i	-2	15	-6	-1	-1
FC(F)(F)c1cc(-c2cccs2)nc(NCc2ccco2)n1	3	16	1	1	i	-2	-16	7	0	3
O=C1CN(C(=O)COC(=O)CCNS(=O)(=O)c2ccc(Cl)cc2)c2ccccc2N1	-2	11	-1	3	i	6	-14	17	2	7
Cc1ccc(-n2c(O)cnc2Nc2nc(C)cc(C)n2)cc1	-3	16	-2	15	i	1	12	1	-2	-7
COc1ccc(CNC(=O)c2cc(COc3c(F)cccc3F)on2)cc1OC	2	20	6	3	i	-3	-12	16	.	4
O=C(O)C1=C[C@@H](c2ccc(Br)cc2)C[C@@H](OCc2ccc(CO)cc2)O1	5	8	-1	0	i	6	-9	-15	2	0
O=C(NC1CC(=O)N(c2cccc(F)c2)C1)C(=O)c1c[nH]c2ccccc12 (centres undefined)	1	13	.	-2	i	.	.	7	-1	8
CCC(=O)N1CCc2cc(S(=O)(=O)CCC(=O)NCc3cccs3)ccc21	-1	33	-3	-17	i	-2	-17	-2	-1	1
CC(C)OC(=O)CSc1nnc(-c2ccccn2)n1C	-1	16	2	0	i	5	-56	-4	-1	1
CCN(CC)S(=O)(=O)c1ccc(NCc2ccccc2)nc1	-3	-12	-2	-13	i	1	-7	15	3	4
O=C(CSc1n[nH]c(-c2ccncc2)n1)Nc1ccccc1	-1	29	-4	-8	i	1	-25	19	6	1
COC(=O)c1ccc(C(=O)OC)c(NC(=O)CSCc2ccccc2Br)c1	-14	-1	-6	13	i	2	5	-1	1	17
O=C(NCc1cccnc1)c1nc(-c2ccccc2)n(-c2ccccc2)n1	-1	27	7	-1	i	3	-11	-8	0	-7
COc1ccc(-c2ccc([C@H]3[C@H]4C=CC[C@@H](C)[C@@H]4C(=O)N3Cc3ccccc3)c(F)c2)cc1	1	28	.	14	i	.	.	8	.	1
CCOc1ccccc1NC(=O)Nc1cc(S(=O)(=O)N(C)C)ccc1C	-1	6	4	0	i	1	-22	-6	-1	0
O=C(NCc1nnc2n1CCCCC2)c1ccc(Cl)cc1Cl	4	-2	2	14	i	1	-13	15	4	-2
O=C1CC(c2ccncc2)c2cc3c(cc2N1)OCCO3 (centres undefined)	0	16	3	16	i	1	-38	1	0	4
O=C(COCCOCC(=O)N(c1ccccn1)C1CCCCC1)N(c1ccccn1)C1CCCCC1	2	16	-1	12	i	1	-25	13	1	10
Cc1ccc(NC(=O)C2C(C(=O)O)C3C=CC2C32CC2)cc1 (centres undefined)	1	-1	3	1	i	3	-4	-35	-1	-33
CNC(=S)N/N=C/c1ccc(N2CCOCC2)s1	0	6	12	-100	i	5	-5	36	1	18
O=C(CCc1[nH]c2ccccc2c1Sc1ccccc1)NCCO	-1	47	-2	-31	i	-1	-14	4	-1	4
CN(Cc1ccccc1)C(=S)Nc1ccc2nc3n(c(=O)c2c1)CCCCC3	-1	-25	-5	3	i	2	-12	18	-1	20
CCc1cc2c(NCCC(=O)O)nc(C)nc2s1	2	16	6	8	i	-4	-4	-70	-1	-60*
Cc1c2cn[nH]c(=O)c2c(C)n1Cc1ccc(F)cc1	-1	32	-3	3	i	-6	1	-5	-4	5
Cc1oc(-c2cccs2)nc1CN1CCN(CC(C)C)C(CCO)C1 (centres undefined)	5	14	-2	19	i	-1	-4	-13	-2	-3
C=CCSc1nnc2c(n1)OC=Nc1ccc(Br)cc1-2	2	-10	-2	-5	i	-3	-24	-5	2	0
O=C(CSc1nnc2n1CCCN2)c1ccc([N+](=O)[O-])cc1	-2	31	1	-7	i	3	-22	13	-1	3
CCc1ccc(C2CC(c3ccccc3)n3ncnc3N2)cc1 (centres undefined)	1	18	2	6	i	-1	-33	4	-3	-2
COCC(=O)Nc1ccc(Br)cc1C	-1	8	-4	-21	i	-2	-12	-15	7	-7
COc1ccccc1CN(Cc1nc2ccccc2c(=O)[nH]1)C(=O)Nc1ccccc1C	3	3	1	9	i	0	6	-4	3	-1
Oc1ccc(/C=N/N2CCCCC2)cc1O	1	21	-3	-25	i	-3	-50	2	2	0
Cc1ccc(-c2nnc(N3CCN(S(C)(=O)=O)CC3)c3ccccc23)cc1	2	8	4	16	i	1	-17	-3	1	0
Nc1ccc2nc(CN3CCOCC3)[nH]c2c1	2	13	0	7	i	6	-26	-3	-1	-9
Cc1ccc(NC(=O)NC2CC(=O)N(c3ccc4c(c3)OCCO4)C2)cc1 (centres undefined)	-2	6	.	14	i	.	.	-11	-4	-11
O=C(O)c1ccc(NC(CSCc2ccccc2F)C(=O)O)c([N+](=O)[O-])c1 (centres undefined)	2	-6	-11	-7	i	4	-20	-3	-9	-9
NC(=O)c1ccccc1OCC(=O)N1CCCc2ccccc21	-1	23	-2	-59	i	-2	-45	8	0	6
OCC[C@@H]1C[C@H](O)[C@@H](O)[C@@]2(CCCCO2)O1	4	5	.	6	i	.	.	-6	-29	-1
Nc1cc(C(=O)OCC(=O)N2CCOCC2)ccc1Cl	0	17	-6	-52	i	-5	-36	14	0	-1
CC(C)(C)C1(C)OC(C(N)=O)C(C(N)=O)O1 (centres undefined)	-1	-6	-4	2	i	-3	-6	4	2	-2
COc1ccc(N=Cc2sc(O)c3ccccc23)cc1	5	6	-3	-274	i	3	-211	21	2	5
CCN(Cc1ccncc1)C(=O)c1cc(COc2c(C)cccc2C)on1	3	6	8	-28	i	-3	-48	25	-3	5
COc1cccc(CNS(=O)(=O)c2ccc3c(c2)C(C)(C)C(=O)N3C)c1	1	13	1	11	i	1	-5	-7	-3	-2
O=C(Oc1ccc(C(=S)N2CCOCC2)cc1)c1ccccc1[N+](=O)[O-]	5	2	-7	-16	i	-6	-16	27	2	1
CCOC(=O)CCCC(=O)N1CCOCCOCCOCC1	-3	13	-2	12	i	-1	-10	2	-5	1
FC(F)(F)c1cccc(N2CCN(C(=S)NC3CCCCC3)CC2)c1	0	-1	6	6	i	-1	-23	33	0	24
Cc1cc(OC(C)C(N)=O)nc(-c2ccccc2)n1 (centres undefined)	-11	5	-2	10	i	-1	-3	6	3	-1
O=S(=O)(NC1CC1)c1ccc(S(=O)(=O)N2CCc3ccccc32)cc1	1	-26	6	16	i	0	-4	6	-5	1
Cn1c(CNC(=O)CNC(=O)c2cccc(F)c2)cc(=O)n(C)c1=O	2	20	-2	-3	i	-4	4	-11	-1	-4

Whole records, quoted from the list.
C=CCSc1nnc2c(n1)OC=Nc1ccc(Br)cc1-2 is listed with GSK3beta inhib: 2; AI-2 QS mod: -10; IEC-6 cytotox: -2; aSyn UTR inh: -5; PolyA inhibitor: i; HSP90 refold inh: -3; KLF5 inh: -24; HSF1 activator: -5; GSK3A inh: 2; HSF1 inh: 0
O=C(CSc1n[nH]c(-c2ccncc2)n1)Nc1ccccc1 is listed with GSK3beta inhib: -1; AI-2 QS mod: 29; IEC-6 cytotox: -4; aSyn UTR inh: -8; PolyA inhibitor: i; HSP90 refold inh: 1; KLF5 inh: -25; HSF1 activator: 19; GSK3A inh: 6; HSF1 inh: 1

(next part)
SMILES	GSK3beta inhib	AI-2 QS mod	IEC-6 cytotox	aSyn UTR inh	PolyA inhibitor	HSP90 refold inh	KLF5 inh	HSF1 activator	GSK3A inh	HSF1 inh
O=C(O)CN(c1ccccc1[N+](=O)[O-])S(=O)(=O)c1ccccc1	3	35	-2	-10	i	-7	-9	2	0	3
CC(C)c1ccc(NC2CCCN(C(=O)c3ccc(N4CCOCC4)cc3)C2)cc1 (centres undefined)	-3	11	-6	-16	i	0	-14	5	2	9
CSCCC(NC(=O)c1cncc(Br)c1)C(=O)O (centres undefined)	8	-5	-5	-1	i	2	16	4	4	-1
CCn1cc(CN2CCC(n3nccc3NC(=O)C(OC)c3ccccc3)CC2)cn1 (centres undefined)	1	8	1	-1	i	2	-26	-5	0	-2
CCN1CCN(C(=O)C2CCC(=O)N(Cc3cccc(C(F)(F)F)c3)C2)CC1 (centres undefined)	-4	0	-3	-3	i	0	-23	0	1	-3
CC(=O)Nc1cccc(NC(=O)CCCC2CCCCC2)c1	-1	-18	5	6	i	-5	-3	-5	0	5
Nc1nc(Sc2ccc(C(F)(F)F)cn2)n[nH]1	3	14	8	-15	i	2	-4	-1	.	-6
COc1cccc(CCNC(=O)CC2C(=O)NCCN2CC(C)(C)C)c1 (centres undefined)	-1	17	4	2	i	-2	-14	.	8	.
CCCCC(NC(C)=O)c1nc2ccccc2[nH]1 (centres undefined)	-1	-6	-2	6	i	-2	-18	-7	5	-2
O=C(Nc1ccccn1)c1ccc(NC(=O)c2ccco2)cc1	-3	8	0	-141	i	3	-156	48	3	30
CCCN(CC(=O)Nc1ccccc1C)C(=O)c1cccc(S(=O)(=O)N2CCc3ccccc3C2)c1	1	24	17	21	i	0	-23	1	-2	5
COC(=O)COc1ccc(S(=O)(=O)NCc2cccnc2)cc1C	3	1	10	-2	i	0	4	4	-3	0
O=C(CNC(=O)c1ccccc1O)N/N=C/c1cc(Br)ccc1OC(=O)/C=C/c1ccco1	-2	10	-5	68*	i	3	15	24	-1	10
CCCCn1c(N)c(N(CCOC)C(=O)c2cc(CC)c(C)s2)c(=O)[nH]c1=O	-2	27	.	-22	i	.	.	5	-2	1
CCCc1nnc(SCC(=O)Nc2ccc(OCC)cc2)n1N	1	16	0	7	i	3	-20	15	2	2
